USP2a block – inhibitors of human ubiquitin-specific protease USP2a | O75604 | 330,000 tested, 0.01% active | Potency, µM (doses to about 38.3 µM), for the others: top-dose activity change, negative = inhibition, most hits filed as inhibitors | USP2 core, Ub-CHOP2 coupled fluorogenic reporter, 485/531 | AID 463254;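 also: potency is read from the fitted curve at half-maximal effect; plate controls were DMSO wells for no effect and full inhibition by NEM control for full effect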
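Cell-free coupled assay: 10nM USP2 core preincubated 30min RT with compound in Tris-HCl pH 8.0/CaCl2/CHAPS buffer, then 25nM Ub-CHOP2 and 25nM reporter substrate; fluorescence (Ex 485/Em 531) read after 60min RT, normalized to NEM inhibition, concentration-response curves fitted.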
Eya2 phos inh – blocks the phosphatase activity of human Eya2; O00167; recombinant Eya2, OMFP fluorescence dephosphorylation (OMFP is methylfluorescein phosphate); Potency, µM (doses to about 76.9 µM), without a hit: top-dose activity, negative = inhibition, actives largely listed as inhibitors; 330,000 tested, 0.006% active; AID 488837; also: potency is read from the fitted curve at half-maximal effect; % is scaled to controls: 0 for no effect and ±100 for the full control effect
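Eya2 protein (added as 0.2 uM solution) was preincubated with compound for 10 min at ambient temperature in 50 mM HEPES pH 7.5, 50 mM NaCl, 5 uM MgCl2, 0.05% BSA, 1 mM DTT. OMFP (added at 50 uM) then reacted 10 min; fluorescence read at 485/525 nm.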
KCNH2 WT inh – blocks the wildtype human KCNH2 potassium channel | 340,000 tested, 0.37% active | AID 720551 | Q12809 | activity change, % at 1.84 µM | U2OS, BacMam KCNH2, thallium flux FluxOr; active compounds read low;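 active = maximum activity change below -70%; inconclusive = maximum activity change between -70% and -50%; inactive = maximum activity change above -50%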; also: % is scaled to controls: 0 for no effect and ±100 for the full control effect
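U2OS cells transduced with wild-type KCNH2 virus are loaded with FluxOr dye for 45 min, and thallium flux is measured in kinetic reads before and after stimulation buffer. Rate constants are normalized to DMSO controls.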
PKM2 act – PKM2 (human) enzyme activation; P14618; purified PKM2, Kinase-Glo ATP luminescence, activation; response scale: 0% is enzyme alone, no compound; Potency, µM (titrated, usually from 57.5 µM), for inactives: at the top dose activation, usual class: activators; 260,000 tested, 0.34% active; AID 1631; also: potency is read from the fitted curve at half-maximal effect; % is scaled to controls: 0 for no effect and ±100 for the full control effect; nearly all actives have a fitted effect of over 55% in size
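ATP formation by purified human PK-M2, quantified via coupled luciferase luminescence after 1 h at room temperature with 0.1 mM ADP and 0.5 mM PEP final.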
ASM inhibitor – inhibitors of human secretory acid sphingomyelinase. P17405. placental ASM, HMU-PC fluorogenic substrate, 60 min. Potency, µM (doses to about 57.5 µM), without a hit: top-dose activity change, negative = inhibition, hits mostly inhibitors. 340,000 tested, 0.006% active; also: potency is read from the fitted curve at half-maximal effect
Target sequence (P17405 47-631 limits assumed): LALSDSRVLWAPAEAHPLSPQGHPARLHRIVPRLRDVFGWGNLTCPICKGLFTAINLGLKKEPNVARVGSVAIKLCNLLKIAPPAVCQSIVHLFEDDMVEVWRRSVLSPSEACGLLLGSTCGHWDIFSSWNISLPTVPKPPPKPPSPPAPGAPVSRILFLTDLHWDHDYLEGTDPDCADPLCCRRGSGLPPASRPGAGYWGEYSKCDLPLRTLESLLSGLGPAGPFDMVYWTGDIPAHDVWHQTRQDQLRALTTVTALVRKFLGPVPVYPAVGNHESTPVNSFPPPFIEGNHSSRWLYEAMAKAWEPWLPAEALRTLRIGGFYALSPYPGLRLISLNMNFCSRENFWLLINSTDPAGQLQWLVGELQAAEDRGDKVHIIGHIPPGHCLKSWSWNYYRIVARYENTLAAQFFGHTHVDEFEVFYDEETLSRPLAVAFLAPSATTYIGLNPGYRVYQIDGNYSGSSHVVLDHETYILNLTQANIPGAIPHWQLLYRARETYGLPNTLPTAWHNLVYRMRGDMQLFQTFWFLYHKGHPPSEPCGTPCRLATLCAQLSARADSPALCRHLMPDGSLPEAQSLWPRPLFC
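Human placenta-derived ASM enzyme was preincubated with compound for 10 minutes at room temperature, then given fluorogenic substrate HMU-PC0 (9 uM final) for 60 minutes at 37 °C; a pH 10 stop preceded fluorescence reading at Ex 386/Em 447 nm.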
MBNL1 CUG block – inhibitors of human MBNL1 binding to CUG repeat RNA. TR-FRET MBNL1-His/biotin-(CUG)12 binding, 665/545 ratio. Potency, µM (titrated, usually from 57.5 µM), inactives show top-dose activity change, negative = inhibition, usual class: inhibitors. 280,000 tested, 0.036% active; active = well fitted inhibition curve with a large enough effect in the signal ratio, with a control signal flat, not every such curve was filed as active; inconclusive = small, poorly fitted or top-dose-only effect, or effect the other way, or a change in a side signal; inactive = no such curve, though single readings can be large or run the other way; the % refers to the signal ratio; also: potency is read from the fitted curve at half-maximal effect; % is scaled to controls: 0 for no effect and ±100 for the full control effect
Target sequence (Q9NR56 whole entry, looked up): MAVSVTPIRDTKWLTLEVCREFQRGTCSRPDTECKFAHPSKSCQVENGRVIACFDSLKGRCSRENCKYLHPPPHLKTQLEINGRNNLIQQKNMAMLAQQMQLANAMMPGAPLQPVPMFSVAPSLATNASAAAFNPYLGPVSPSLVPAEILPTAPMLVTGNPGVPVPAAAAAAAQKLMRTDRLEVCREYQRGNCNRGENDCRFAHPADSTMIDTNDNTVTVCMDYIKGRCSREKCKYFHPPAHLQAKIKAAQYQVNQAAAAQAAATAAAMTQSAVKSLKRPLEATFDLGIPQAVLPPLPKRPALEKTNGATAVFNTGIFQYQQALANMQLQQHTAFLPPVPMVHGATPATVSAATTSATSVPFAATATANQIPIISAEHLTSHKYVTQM
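His-tagged MBNL1 binding to biotinylated (CUG)12 RNA was measured by TR-FRET using terbium anti-His antibody (0.055 ng/ul final) and streptavidin-XL665 (5 nM final). Compounds were titrated 92 nM to 58 uM; 60 min at room temperature.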
TSHR antagonist – antagonists of human thyroid stimulating hormone receptor. P16473. TSHR-expressing cells, TSH-stimulated cAMP HTRF, 2 h; active compounds read low. activity change, negative = inhibition, % at 11.5 µM. 330,000 tested, 0.2% active;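 active = activity change below a set negative limit, meaning inhibition stronger than a set level, cut at about -70% in these data; inconclusive = activity change between two set negative limits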; also: % is scaled to controls: 0 for no effect and ±100 for the full control effect
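TSHR-expressing cells, 200/well, pre-treated with compound, then stimulated with EC80 TSH (4nM final) for 2 hours at 37 deg C. cAMP measured by competitive HTRF: anti-cAMP cryptate antibody in lysis buffer plus cAMP-d2, read after 30 minutes at room temperature.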
GALK inhibitor – inhibitors of human galactokinase; P51570; Purified GALK, Kinase-Glo residual ATP luminescence; Potency, µM (doses to about 57.5 µM), for the others: at the top dose activity change, negative = inhibition, actives largely listed as inhibitors; 270,000 tested, 0.007% active; AID 1868; also: potency is read from the fitted curve at half-maximal effect; % is scaled to controls: 0 for no effect and ±100 for the full control effect
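Kinase-Glo Plus luminescence measured ATP left after a 1 h room-temperature reaction. The reaction used 5 nM GALK, 100 uM galactose and 35 uM ATP at pH 8.0 (20 mM HEPES, 5 mM MgCl2, 60 mM NaCl, 1 mM DTT, 0.01% BSA).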
BCR signal inh – chronic active BCR signaling inhibition. ABC-DLBCL IkBa-CBG/CBR reporter, luminescence ratio, 4 h. Potency, µM (highest dose often 46.1 µM), inactives show at the top dose ratio change, negative = lower green/red ratio, most hits filed as inhibitors. 340,000 tested, 0.05% active. AID 493014; active = well fitted inhibition curve with a large enough effect in the signal ratio, with a control signal flat, not every such curve was filed as active; inconclusive = small, poorly fitted or top-dose-only effect, or effect the other way, or a change in a side signal; the % refers to the signal ratio;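 also: potency is read from the fitted curve at half-maximal effect; plate controls were basal doxycycline-induced cells for no effect and cells given 10 µM MG132 for full effect; MG132 reads +100%, hits lower the ratio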
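Cell line TMD8 (human ABC DLBCL), stably expressing tet-inducible CBG68-IkBa fusion and CBR; IMDM/0.5% FBS; cpd up to 46 uM; dox induction, 4 h, 37C/5% CO2; dual luminescence; green/red ratio; MG132 control.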
Menin MLL FP TR – displaces Texas Red mutant MLL peptide from human menin; O00255; Menin + Texas Red MLL mutant peptide, fluorescence polarization; Potency, µM (titrated, usually from 61.6 µM), without a hit: at the top dose FP activity change, negative = inhibition, hits mostly inhibitors; 270,000 tested, 0.23% active; AID 1768; active = well fitted inhibition curve with a large enough effect in the polarisation, with a control signal flat, not every such curve was filed as active; inconclusive = small, poorly fitted or top-dose-only effect, or effect the other way, or a change in a side signal; inactive = no such curve, though single readings can be large or run the other way; the % refers to the polarisation; also: potency is read from the fitted curve at half-maximal effect; % of control where 0% means no effect; many of its hits are not listed in these tables
Mito fusion yeast – blocks mitochondrial division or promotes mitochondrial fusion; S. cerevisiae fusion-defective mutant growth rescue, CellTiterGlo 48 h; Potency, µM (top dose mostly 46.1 µM), for the others: at the top dose growth rescue (activation), most hits filed as activators; 320,000 tested, 0.23% active; AID 485298;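 also: potency is read from the fitted curve at half-maximal effect; % of control where 0% means no effect; nearly all actives have a fitted effect of over 45% in size; temperature-sensitive fusion mutants such as fzo1-1 at 37 °C on non-fermentable ethanol glycerol medium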
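Growth-rescue viability read-out: after 48 h at the non-permissive 37C in glycerol/ethanol YPEG, yeast mitochondrial fusion mutants are measured by CellTiterGlo luminescence; compounds (23 nl pinned per well) restoring growth score as division inhibitors or fusion activators.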
Numbers without * were called inactive; ? = inconclusive; . = not tested or not shown; [ ] = dose if it differs, or a comment. Unless noted, calls follow the shape of the dose curve; as a rule, active = well fitted curve in the direction sought with a large enough effect; inconclusive = small, poorly fitted or top-dose-only effect, or another doubt; inactive = no such curve, though single readings can be large; an effect the other way counts as inactive or inconclusive. Some of the compounds tested (hit frequency here may not be typical).

SMILES	USP2a block	Eya2 phos inh	KCNH2 WT inh	PKM2 act	ASM inhibitor	MBNL1 CUG block	TSHR antagonist	GALK inhibitor	BCR signal inh	Menin MLL FP TR	Mito fusion yeast
COc1ccc(CNC(=O)c2cccnc2Sc2ccc(Cl)cc2)cc1	-1%	-6%	0	1%	1%	3%	0	-2%	3%	-20%	-2%
COC(=O)c1ccc(COc2ccccc2/C=N/NC(N)=O)o1	-1%	-3%	0	-14%	3%	?	17	2%	?	.	-4%
COc1cccc(NC(=O)Cc2ccc3ccccc3c2)c1	1%	-2%	0	-9%	-11%	2%	-13	-1%	-13%	36%[activator]	3%
CCOc1ccc(Cl)cc1S(=O)(=O)n1nnc2ccccc21	-3%	-2%	-5	1%	0%	-7%	-4	-2%	6%	16%	3%
COCCN(Cc1nc(C2(c3ccc(C)cc3)CCCC2)no1)C(C)C	1%	-1%	-9	2%	-1%	-13%	-14	-1%	15%	-19%	3%
O=C(c1ccccc1[N+](=O)[O-])n1cnc2ccccc21	-2%	15%	5	1%	2%	?	-10	1%	2%	5%	0%
CC1(C)CC(=O)c2cc(C(=O)NNc3ccccc3)c(=O)n(-c3ccccc3)c2C1	1%	-1%	0	9%	-4%	-2%	-4	-1%	8%	-3%	-5%
O=C1CC(c2cccc([N+](=O)[O-])c2)c2cc3c(cc2N1)CCC3 (stereo not drawn)	1%	-2%	-5	0%	-5%	3%	-17	10%	?	0%	-1%
O=C(CN1CCCCC1)NCC1(c2ccccc2)CCCC1	2%	-5%	-5	-8%	-1%	3%	-17	0%	-10%	?	2%
Cc1ccc(Oc2cc(N3CCOCC3)nc(-c3ccccc3)n2)cc1	1%	7%	-3	3%	-15%	4%	-9	-2%	4%	7%	0%
Cc1nnc(SCC(=O)Nc2ccc(N3CCOCC3)cc2)o1	6%	11%	1	-7%	5%	-3%	-6	1%	?	-3%	1%
O=C(Nn1c(=O)[nH]c2ccccc2c1=O)c1ccco1	0%	-21%	1	5%	-1%	4%	4	-1%	-11%	9%	-2%
O=C(NC1CCCCCC1)C1c2ccccc2C(=O)N1C1CC1 (stereo not drawn)	5%	10%	3	-12%	7%	-9%	-5	-1%	-2%	-1%	-1%
CC(C)[C@H](NC(=O)Nc1ccc(S(N)(=O)=O)cc1)C(=O)O	4%	-1%	-11	8%	3%	3%	3	6%	-1%	4%	2%
N/C(=N\OC(=O)c1ccc2ccccc2c1)c1cccc([N+](=O)[O-])c1	4%	-5%	16	3%	-3%	.	-8	1%	?	?	22%
O=C(NC1CCCCC1)c1cc(-c2ccc(Cl)cc2)on1	0%	-6%	-12	1%	4%	0%	0	16%	-7%	8%	-14%
Cc1ccc(-c2noc(CSc3nnc(CCc4ccccc4)n3-c3ccccc3)n2)cc1	-9%	-7%	-1	-5%	-17%	0%	-7	-1%	0%	1%	18%
COc1cccc(C(=O)C2CCCN(Cc3cccc(-n4nc(C)cc4C)c3)C2)c1 (stereo not drawn)	-2%	6%	34	5%	0%	3%	-10	1%	-8%	-8%	6%
CCN1CCN(S(=O)(=O)c2ccc(OC)c(NC(=O)c3ccccc3)c2)CC1	0%	0%	38	-1%	-1%	0%	38	0%	2%	6%	1%
COc1ccc(-c2cc(C(F)(F)F)n3nc(C(=O)N(C)Cc4ccccc4)cc3n2)cc1OC	3%	4%	3	-19%	189%[activator]	1%	18	3%	2%	8%	-2%
CN1CCCN(C(=O)CC(c2ccccc2)c2ccccc2)CC1	-1%	4%	.	1%	1%	-3%	-5	0%	?	-3%	0%
O=C(CN1C(=O)/C(=C\c2cccs2)SC1=S)Nc1cccc(C(=O)O)c1	1%	-20%	2	2%	-5%	.	-19	4%	4%	.	-2%
CC(/C=C/c1ccc2c(c1)OCO2)=N/NC(=O)C1COc2ccccc2O1 (stereo not drawn)	-1%	5%	.	4%	.	-1%	12	0%	-13%	-2%	0%
CCn1ccnc1CN1CCC(n2nccc2NC(=O)c2ccccc2OC)CC1	-2%	-9%	32	1%	0%	-2%	-7	1%	4%	.	2%
Cc1ccsc1C(=O)C1CCCN(Cc2cc(F)ccc2-n2cccn2)C1 (stereo not drawn)	-5%	-12%	0	-3%	0%	6%	0	-1%	0%	-23%	3%
CN=C(c1ccccc1)c1c(C)cccc1C	0%	-2%	3	6%	0%	-31%	25	.	4%	-16%	5%
CCn1c(Cc2ccc(OC)cc2)nnc1SCC(=O)N1CCN(c2ccccc2)CC1	1%	9%	0	-1%	-1%	-1%	-5	1%	1%	-1%	2%
C#CCOCCOCCOCCNc1nc(N2CCOCC2)nc(N2CCN(C(=O)[C@H](Cc3cc4ccccc4[nH]3)n3cc([C@@H](N)CC(C)C)nn3)CC2)n1	-2%	-12%	-1	-3%	-1%	-5%	0	1%	0%	?	-1%
CSc1ccc(N=Nc2c(C)[nH]n(C)c2=O)cc1	-11%	5%	6	-11%	-5%	?	-3	8%	-22%	.	5%
CCOC(=O)N1CCN(C(=O)C2CCN(c3nnc(-n4cccc4)s3)CC2)CC1	3%	5%	-4	2%	1%	-1%	2	.	-1%	-7%	2%
N#CCC(=O)c1sccc1-n1cccc1	7%	7%	2	11%	13%	9%	32	2%	9%	8%	-3%
O=C(CSc1nnc(Nc2ccccc2)s1)Nc1cccc(S(=O)(=O)N2CCCCC2)c1	-21%	-25%	11	-17%	-13%	-7%	-3	1%	?	8%	2%
O=C(CCNS(=O)(=O)c1ccc(Cl)cc1)N1CCN(c2ncccn2)CC1	-1%	11%	-1	.	-1%	.	-3	.	-7%	.	-2%
O=C(O)c1ccc(N2CCCCC2)cc1	1%	5%	6	-5%	1%	2%	6	1%	?	0%	1%
Cc1c(C(=O)NCC2COc3ccccc3O2)oc2ccc(S(=O)(=O)N3CC(C)CC(C)C3)cc12 (stereo not drawn)	0%	32%	9	-18%	0%	-4%	16	2%	?	?	2%
CC(C)Cc1nnc(NC(=O)CCNC(=O)c2ccccc2Cl)s1	1%	-20%	-7	.	6%	.	35	.	?	.	2%
O=C(c1ccccc1F)N1CCN=C1c1ccccc1	0%	-3%	3	2%	-1%	-5%	-8	8%	2%	2%	1%
COCCCn1c(Cc2csc(Nc3ccc(F)cc3)n2)nnc1SCC(N)=O	0%	14%	-20	-1%	-2%	4%	19	2%	-5%	-2%	-2%
O=C(C[n+]1ccccc1)Nc1ccccc1[N+](=O)[O-]	2%	1%	-4	-1%	-2%	24%	2	0%	-3%	5%	-1%
Cc1ccc(NC(=O)CN2C(=O)c3ccccc3C2=O)c(C)c1	-1%	4%	-11	0%	-2%	9%	-7	.	-1%	0%	0%
CSc1ccccc1NC(=O)CSc1cccc[n+]1[O-]	1%	2%	2	.	2%	.	0	.	0%	.	.
O=C(CCC(=O)N1CCOc2ccccc21)NCCCc1ccccc1	-2%	11%	6	-13%	-1%	3%	4	.	7%	-25%	-2%
COc1ccccc1C(=O)N1CCN(c2ccccn2)CC1	-1%	-4%	-2	3%	1%	-3%	9	1%	0%	1%	1%
CC(=O)N1c2ccc(S(=O)(=O)NCC3CCC(C(=O)Nc4cc(C)ccn4)CC3)cc2CC1C (stereo not drawn)	3%	5%	-39	.	3%	4%	-15	-4%	?	-6%	3%

Exported with two lines to a compound: 2 of the compounds above
Results follow in this order: USP2a block	Eya2 phos inh	KCNH2 WT inh	PKM2 act	ASM inhibitor	MBNL1 CUG block	TSHR antagonist	GALK inhibitor	BCR signal inh	Menin MLL FP TR	Mito fusion yeast
CC(=O)N1c2ccc(S(=O)(=O)NCC3CCC(C(=O)Nc4cc(C)ccn4)CC3)cc2CC1C (stereo not drawn)
    3%	5%	-39	.	3%	4%	-15	-4%	?	-6%	3%
COc1ccccc1C(=O)N1CCN(c2ccccn2)CC1
    -1%	-4%	-2	3%	1%	-3%	9	1%	0%	1%	1%
